Source: PubChem BioAssay (several laboratories)
NADH coupling = blocks coupling enzymes of NAD/NADH assays; coupled PK/LDH NADH assays, four targets; IC50, µM (highest dose often 10 µM), inactives show at the highest dose inhibition; actives 0.02% (n = 65,000); AID 774;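 active = single-dose screening hits from any of four coupled enzyme assays that gave an IC50 when retested across doses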;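 note: the DPM-DC format reads NADH fluorescence rather than 340 nm absorbance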
MMP13 inh = inhibitors of human MMP13; P45452; MMP-13 fTHP FRET cleavage, Mca fluorescence; inhibition, % at 4 µM; actives 0.07% (n = 65,000); AID 570;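 active = inhibition above the mean of compound-free control plate wells plus 3 SD, cut at about 14% in these data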;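 note: 0% = DMSO wells and 100% = wells with reference MMP-13 inhibitor after basal subtraction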
Fluor 339 460 = intrinsic fluorescence of library compounds, ex339/em460 – biochemical, MLSMR library, data from DPM-DC assay, artefact control, profiling panel; AID 709; fluorescence fold increase at 10 µM; actives 5.5% (n = 65,000); compound autofluorescence, ex339/em460 nm, NADH buffer; stronger effect = higher value; 1 = no-compound wells, NADH background;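 active = at 10 µM, mean starting fluorescence two-fold or more over control wells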;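 note: signal is the first read of a kinetic run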
ROCK2 inh = inhibitors of human Rho kinase 2 | actives 0.35% (n = 60,000) | inhibition, % at 6 µM | O75116 | purified ROCK2, Kinase-Glo ATP depletion luminescence | AID 604;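 active = inhibition above the screen-wide mean inhibition plus 3 SD, cut at about 18% in these data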;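 note: plate controls were DMSO wells for no effect and Y-27632 control wells after no-enzyme background subtraction for full effect; many of its hits are not listed in these tables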
Target sequence (O75116 whole entry, looked up): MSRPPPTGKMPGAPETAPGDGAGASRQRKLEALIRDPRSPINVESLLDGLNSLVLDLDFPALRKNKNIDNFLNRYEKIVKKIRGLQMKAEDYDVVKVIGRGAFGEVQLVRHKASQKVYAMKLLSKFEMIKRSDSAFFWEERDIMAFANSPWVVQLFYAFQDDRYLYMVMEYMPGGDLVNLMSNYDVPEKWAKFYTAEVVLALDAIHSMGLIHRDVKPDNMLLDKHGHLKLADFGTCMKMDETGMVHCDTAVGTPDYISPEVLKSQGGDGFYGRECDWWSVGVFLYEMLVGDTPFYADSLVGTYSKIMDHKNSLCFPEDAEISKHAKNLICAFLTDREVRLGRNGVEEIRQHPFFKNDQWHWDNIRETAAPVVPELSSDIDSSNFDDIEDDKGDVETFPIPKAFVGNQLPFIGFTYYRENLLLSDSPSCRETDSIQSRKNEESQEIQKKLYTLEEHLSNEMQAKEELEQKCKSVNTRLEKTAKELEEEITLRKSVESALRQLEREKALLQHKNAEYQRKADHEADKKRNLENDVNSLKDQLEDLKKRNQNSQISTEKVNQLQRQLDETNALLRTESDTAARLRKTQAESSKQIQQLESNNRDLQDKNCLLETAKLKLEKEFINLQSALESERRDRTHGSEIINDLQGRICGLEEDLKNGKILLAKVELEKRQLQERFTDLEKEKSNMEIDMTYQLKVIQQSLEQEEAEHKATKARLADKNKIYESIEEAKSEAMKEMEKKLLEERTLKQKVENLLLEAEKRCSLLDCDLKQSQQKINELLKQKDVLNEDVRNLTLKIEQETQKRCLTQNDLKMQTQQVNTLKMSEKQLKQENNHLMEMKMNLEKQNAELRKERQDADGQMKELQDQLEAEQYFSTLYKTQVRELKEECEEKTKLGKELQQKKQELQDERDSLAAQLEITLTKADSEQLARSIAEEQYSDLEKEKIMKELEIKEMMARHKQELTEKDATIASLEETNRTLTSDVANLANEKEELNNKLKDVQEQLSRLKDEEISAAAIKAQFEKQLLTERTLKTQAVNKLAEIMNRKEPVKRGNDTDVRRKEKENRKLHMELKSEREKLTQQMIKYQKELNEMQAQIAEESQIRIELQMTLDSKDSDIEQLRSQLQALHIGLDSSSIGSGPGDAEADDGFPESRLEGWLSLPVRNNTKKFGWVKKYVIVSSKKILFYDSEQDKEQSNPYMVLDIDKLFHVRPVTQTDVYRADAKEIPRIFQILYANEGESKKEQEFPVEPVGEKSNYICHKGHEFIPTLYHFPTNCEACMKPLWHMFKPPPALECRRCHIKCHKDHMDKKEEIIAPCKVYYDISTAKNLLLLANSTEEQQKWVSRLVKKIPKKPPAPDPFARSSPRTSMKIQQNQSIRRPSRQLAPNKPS
PKA inh = blocks human protein kinase A activity. actives 0.1% (n = 65,000). AID 524. P17612. PKA Kemptide phosphorylation, Kinase-Glo ATP luminescence. inhibition, % at 6 µM;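 active = inhibition above the screen-wide mean inhibition plus 3 SD, cut at about 21% in these data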; note: many of its hits are not listed in these tables
Abs 340nm = absorbance at 340 nm; compound absorbance at 340 nm, fold over control; fold change at 10 µM; 65,000 tested, under 10 active;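 active = at 10 µM dose, initial 340 nm absorbance at least 2 fold that of control wells; inactive = change under 2 fold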;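 note: initial absorbance extrapolated from kinetic A340 decline of NADH oxidation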
HEK293 NFkB inh = lowers PMA/ionomycin-induced NF-kB signal in HEK293 cells; HEK-293 NF-kB luciferase reporter, luminescence; inhibition, % at 3 µM; actives 0.21% (n = 62,000); AID 465;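 active = inhibition above the mean of all tested compounds plus 3 SD, cut at about 40% in these data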;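 note: 0% = stimulated DMSO wells and 100% = 10 µM reference inhibitor 5653914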
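Reagent: PMA plus ionomycin mix as NF-kB-activating stimulus. Assay system: NF-kB luciferase reporter HEK-293 cells. Technique: luminescence from luciferase substrate reagent. Incubation: 1 h compound pre-incubation, 16 h PMA/ionomycin at 37 °C. Benchmarks: DMSO only as uninhibited control, 10 µM reference inhibitor as full inhibition. Repeats: tested once.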
JNK3 inh = JNK3 (human) kinase inhibition. P53779. purified JNK3 kinase activity, HTS. inhibition, % at 8 µM. actives 0.61% (n = 60,000). AID 746; in the data active = inhibition above about 17%;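 note: 0% = DMSO and 100% = reference inhibitor; many of its hits are not listed in these tables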
Ecoli tolC = blocks growth of E. coli BW25113 tolC mutant; OD615; growth inhibition, % at 10 µM (by protocol); actives 2.2% (n = 65,000);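 active = growth inhibition at or above a cutoff equal to the mean over every tested compound plus 3 SD, cut at about 60% in these data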;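 note: growth measured after 20 h incubation at 37 °C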
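Material: E. coli BW25113 ΔtolC::kan, tolC deletion mutant strain. Measure: percent growth inhibition. Schedule: 37 °C, 20 h exposure. Doses: single-point testing at 10 µM. Signal: A615 absorbance measurement. Buffer or medium: kanamycin-containing LB broth (50 µg/mL).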
Starred values were filed as active, the others as inactive; i = inactive; . = no result given; [ ] = dose if it differs, or a comment.

SMILES | NADH coupling | MMP13 inh | Fluor 339 460 | ROCK2 inh | PKA inh | Abs 340nm | HEK293 NFkB inh | JNK3 inh | Ecoli tolC
COC(=O)C1CCN(C(=O)C2CCCCC2)CC1 | 3.0% | 4.2 | 1.12 | -0.1 | -2.1 | 1.03 | 13.7 | -3.9 | -3.4
O=C(Cn1cnc2c(nnn2Cc2ccc(Cl)cc2)c1=O)OCc1ccccc1 | 6.0% | -0.1 | 1.03 | -4.6 | -0.4 | 1.03 | 8.3 | 0.8 | -6.8
O=C(COc1ccc(S(=O)(=O)N2CCc3ccccc32)cc1Cl)NCc1ccccn1 | 3.0% | 3.7 | 1.14 | 4.3 | 4.4 | 1.03 | 7.4 | 1.4 | 37.6
COCCNC(=O)CN(C(=O)Cn1nnc2ccccc21)c1ccc(F)c(Cl)c1 | 2.0% | 1.6 | 1.05 | -0.5 | 9.8 | 1.04 | 11.5 | 11.5 | -3.4
O=C(CSc1ncccn1)c1ccccc1Br | 3.0% | 0.4 | 1.02 | 4.3 | 16.3 | 0.98 | 8.8 | -0.1 | 4.4
O=C(O)COc1ccc(C(=O)Cc2ccc3c(c2)OCCCO3)c(O)c1 | 7.0% | -0.5 | 1.06 | 6.8 | 5.7 | 1.06 | 16.3 | -3.0 | -10.5
N#Cc1c(NCCCO)nc(NCc2ccccc2)c2c1CCN(Cc1ccccc1)C2 | 23.0% | -104.8[fluorescence artefact?] | 2.42* | 7.1 | -3.3 | 1.01 | -2.7 | -4.3 | .
COC(=O)c1cc(COC(=O)c2cccnc2SC)oc1C | 0.0% | 2.5 | 1.07 | 6.7 | 6.4 | 1.03 | 3.0 | 2.6 | 7.8
O=C(CSc1nc2cc(S(=O)(=O)N3CCOCC3)ccc2o1)NC1CCCc2ccccc21 (stereo unspecified) | 2.0% | -3.0 | 1.01 | 13.0 | 9.3 | 1 | 4.4 | 4.6 | 18.1
CCN(c1ccccc1)S(=O)(=O)c1cccc(C(=O)O)c1 | 8.0% | -2.7 | 0.98 | 5.0 | 8.4 | 0.97 | 5.8 | -6.5 | -7.7
Cc1cc(NC(=O)CCC(=O)N(CC(=O)NC2CCCC2)Cc2ccc(F)cc2)no1 | 2.0% | 2.2 | 1 | 6.5 | 14.4 | 0.99 | -0.1 | -3.3 | 6.8
Cc1ccc2cc(CCNC(=O)c3ccc(Br)o3)c(=O)[nH]c2c1 | 5.0% | -1.3 | 1.33 | 7.0 | 4.3 | 1.05 | -1.7 | 4.7 | 46.3
Nc1cc(=O)[nH]c(SCC(=O)NCC2CCCO2)n1 (stereo unspecified) | 1.0% | 0.9 | 1.08 | 2.1 | 10.3 | 1.03 | 21.2 | 10.6 | 4.6
CC1(C)Cc2cccc(OCC(O)CN3CCN(c4ccccn4)CC3)c2O1 (stereo unspecified) | 3.0% | -0.6 | 1.03 | 2.0 | 6.4 | 1 | 3.1 | -2.4 | -8.3
COc1cccc(CN(C(=O)c2ccco2)C(C(=O)NC2CCCC2)c2cccnc2)c1 (stereo unspecified) | 7.0% | 3.2 | 1.09 | 6.7 | 5.7 | 0.99 | 4.6 | 0.5 | -10.9
CCOc1cc2[nH]c(=S)n(CCCN3CCOCC3)c(=O)c2cc1OCC | 8.0% | 2.1 | 1.06 | . | -0.5 | 1.09 | 17.7 | . | -6.5
CCOC(=O)N1CCN(CCC(=O)Nc2ccc(C)c(Br)c2)CC1 | 5.0% | 3.2 | 1.09 | 2.7 | -0.7 | 1.03 | -2.4 | 3.6 | -1.0
COc1ccccc1NC(=O)CSc1nnc(-c2ccco2)n1Cc1ccco1 | 4.0% | 2.2 | 1 | . | 4.5 | 1.01 | -0.3 | . | 20.6
O=C(COc1ccc(S(=O)(=O)NC2CCCCC2)cc1)NCc1ccccn1 | 5.0% | 3.4 | 1 | 6.9 | 7.4 | 1.01 | -1.5 | 4.8 | 3.2
COc1ccc(Cl)cc1NC(=O)c1cnc2n(c1=O)CCS2 | 10.0% | 6.7 | 1.16 | 1.3 | 2.2 | 1.12 | 1.0 | -2.2 | -9.2
COC(=O)c1ccc(CNC(=O)CNc2cc(C(F)(F)F)ccc2N2CCOCC2)cc1 | 5.0% | -13.7 | 1.24 | 5.8 | 4.4 | 1.01 | 16.9 | -6.0 | 7.6
O=C(NCc1nnc(SC/C=C/c2ccccc2)o1)c1ccco1 | 17.0% | -6.9 | 1.15 | . | 4.5 | 1.03 | 2.9 | . | 21.5
CCN1CCN(C(=O)CCCCCn2c(=O)[nH]c3cc(C(=O)OC)ccc3c2=O)CC1 | 10.0% | -10.9 | 2.63* | 3.4 | 1.5 | 0.98 | 15.6 | 2.4 | -8.2
CC(C)NC(=O)CN(CCc1ccccc1)S(C)(=O)=O | 5.0% | 3.6 | 1.08 | 5.2 | 6.2 | 1.04 | 27.4 | -1.3 | -23.6
CCOc1ccc(C(=O)Nc2c3c(nn2C(C)(C)C)CSC3)cc1OCC | 8.0% | 3.2 | 1.08 | . | 7.1 | 0.99 | 21.9 | . | 2.4

Taken from the listing (2 entries):
SMILES | NADH coupling | MMP13 inh | Fluor 339 460 | ROCK2 inh | PKA inh | Abs 340nm | HEK293 NFkB inh | JNK3 inh | Ecoli tolC
COC(=O)C1CCN(C(=O)C2CCCCC2)CC1 | 3.0% | 4.2 | 1.12 | -0.1 | -2.1 | 1.03 | 13.7 | -3.9 | -3.4
O=C(Cn1cnc2c(nnn2Cc2ccc(Cl)cc2)c1=O)OCc1ccccc1 | 6.0% | -0.1 | 1.03 | -4.6 | -0.4 | 1.03 | 8.3 | 0.8 | -6.8

The listing picks up, starting 5 compounds before the break.
SMILES | NADH coupling | MMP13 inh | Fluor 339 460 | ROCK2 inh | PKA inh | Abs 340nm | HEK293 NFkB inh | JNK3 inh | Ecoli tolC
COC(=O)c1ccc(CNC(=O)CNc2cc(C(F)(F)F)ccc2N2CCOCC2)cc1 | 5.0% | -13.7 | 1.24 | 5.8 | 4.4 | 1.01 | 16.9 | -6.0 | 7.6
O=C(NCc1nnc(SC/C=C/c2ccccc2)o1)c1ccco1 | 17.0% | -6.9 | 1.15 | . | 4.5 | 1.03 | 2.9 | . | 21.5
CCN1CCN(C(=O)CCCCCn2c(=O)[nH]c3cc(C(=O)OC)ccc3c2=O)CC1 | 10.0% | -10.9 | 2.63* | 3.4 | 1.5 | 0.98 | 15.6 | 2.4 | -8.2
CC(C)NC(=O)CN(CCc1ccccc1)S(C)(=O)=O | 5.0% | 3.6 | 1.08 | 5.2 | 6.2 | 1.04 | 27.4 | -1.3 | -23.6
CCOc1ccc(C(=O)Nc2c3c(nn2C(C)(C)C)CSC3)cc1OCC | 8.0% | 3.2 | 1.08 | . | 7.1 | 0.99 | 21.9 | . | 2.4
c1ccn2c(c1)nc1c2nc2ccccn21 | 4.0%[fluoresces] | i[fluorescence artefact?] | 3.83* | 4.7 | 6.1 | 1.12 | -8.1 | -1.9 | 5.6
CC(=O)OC1C(OC(C)=O)N(C(C)=O)C(=O)N1C(C)=O (stereo unspecified) | 6.0% | 1.8 | 1.1 | 2.0 | 3.8 | 1.02 | 8.6 | 1.9 | -21.5
CCN1CCN(c2ncnc3sc(C(=O)Nc4ccccc4F)c(C)c23)CC1 | 4.0% | -1.1 | 1.1 | 3.3 | 6.9 | 1.12 | 7.4 | -3.1 | -6.3
CCOc1ccccc1NC1=NCC(=O)N1Cc1ccc(F)cc1 | 7.0% | -10.5 | 1.2 | 11.6 | 13.1 | 1 | 6.7 | 1.2 | 1.0
O=C(O)CCCNC(=O)c1cncc(Br)c1 | 0.0% | 2.8 | 1.09 | -0.6 | -2.0 | 1.04 | 18.8 | -5.5 | -4.7
CC1(c2ccc(Cl)cc2)NC(=O)N(CC(=O)N2CCCC2)C1=O (stereo unspecified) | 5.0% | 9.0 | 1.05 | 0.0 | 8.7 | 0.99 | 13.1 | -1.8 | 1.6
Cc1c(NC(=O)COC(=O)Cc2ccc(Cl)cc2)c(=O)n(-c2ccccc2)n1C | 6.0% | 6.7 | 1.08 | 3.8 | 9.9 | 0.98 | 4.1 | -0.7 | -1.0
O=C(c1cnn2c(C(F)(F)F)cc(-c3ccccc3)nc12)N1CCOCC1 | 10.0% | 0.0 | 1.29 | 6.6 | 9.6 | 1.07 | -4.4 | 4.0 | 8.8
CCCn1c(=O)c2ccccc2n2c(SCCOc3ccc(C)cc3)nnc12 | 6.0% | 2.2 | 1.09 | 6.7 | 11.0 | 1.01 | 11.2 | 0.7 | 12.1
COc1cc2c(C#N)c(N3CCCCC3)nc(N)c2c(N)n1 | 5.0%[fluoresces] | 1.9 | 5.11* | 2.7 | -2.7 | 1.05 | -1.3 | 6.5 | -2.3
CCC(c1nnnn1Cc1ccc2c(c1)OCO2)N1CCN(c2ccccc2)CC1 (stereo unspecified) | 8.0% | -3.2 | 1.02 | 6.8 | 9.0 | 0.97 | -2.2 | -3.4 | 30.3
O=C(c1ccco1)N1C(=O)c2cccc3c(S(=O)(=O)N4CCCC4)ccc1c23 | 5.0% | 1.7 | 1.4 | 12.5 | 8.3 | 1.09 | -3.5 | -5.8 | 2.6
COc1ccc(C(c2sc3ncnn3c2O)N2CCN(c3ccccc3F)CC2)cc1OC (stereo unspecified) | 8.0% | 2.3 | 1.07 | 3.4 | 3.6 | 1.06 | 11.2 | 6.6 | 18.4
C/C(=N\O)C(=O)NCc1ccncc1 | 1.0% | 5.0 | 1.19 | -0.8 | 4.1 | 1.05 | 3.1 | -10.9 | -13.9
O=C(O)CCc1ccc(-c2ccc(F)cc2)n1NC(=O)c1ccco1 | 4.0% | -1.6 | 1.08 | 9.1 | 10.2 | 1.03 | 1.5 | 0.5 | -1.5
CCOC(=O)c1[nH]c(C)c(/C=N/O)c1C | 5.0% | -3.5 | 1.04 | -1.1 | 4.3 | 1.05 | 13.2 | 6.0 | -6.9
CCCCCn1c(N2CCC(Cc3ccccc3)CC2)nc2c1c(=O)[nH]c(=O)n2C | 6.0% | 4.7 | 1.06 | 0.0 | 5.8 | 1.03 | 6.6 | 7.7 | 71.4*
Cc1nc2ncnn2c(C)c1Cc1ccc(Cl)cc1F | 3.0% | 6.3 | 1.08 | 2.8 | 7.9 | 1.04 | -7.1 | 0.2 | -1.0
COc1ccc(CCNC(=O)COc2ccc(S(=O)(=O)N3CCOCC3)cc2)cc1 | 9.0% | -0.5 | 1.01 | 0.9 | 4.2 | 0.97 | 2.4 | -1.0 | -10.0
CCCCC(=O)Nc1ccc(NC(=O)CCCC)nc1 | 5.0% | 1.6 | 1.08 | 6.1 | 11.9 | 0.97 | 0.3 | 2.2 | -16.9
Cc1cc(OCn2ccc(C(=O)O)n2)ccc1Cl | 7.0% | -3.8 | 1.08 | 0.8 | 1.1 | 0.96 | 13.7 | -0.8 | 1.9
CCSc1nc2c(c(=O)[nH]1)C(c1cccnc1)C(C(=O)OC)=C(C)N2 (stereo unspecified) | 5.0% | 0.1 | 1.22 | -1.1 | -1.9 | 1.06 | 19.2 | -0.2 | -16.2

These rows are one share of the data. The share of hits here may be higher or lower than overall.
